RORgamma inh: inhibitors of mouse ROR gamma transcriptional activity | P51450 | Drosophila S2 Gal4-RORgamma UAS-luciferase reporter, 20 h | Potency, µM (series often up to 53.6 µM), inactives show top-dose activity change, negative = inhibition, most hits filed as inhibitors | 310,000 tested, 5.4% active | AID 2551; further: potency means the concentration at half of the fitted maximal effect; on the % scale 0 is the no-effect control and ±100 the full control effect; nearly all actives have a fitted effect of over 60% in size
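Drosophila S2 cells stably expressing Gal4-DBD/mouse RORγ fusion under metallothionein promoter plus UAS-luciferase; compound 1 h, then 700 uM CuSO4 induction for 20 h at ambient temperature; inhibition read as reduced luminescence.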
Mito fusion act: inhibitors of mitochondrial division or activators of mitochondrial fusion. S. cerevisiae fusion-defective mutant growth rescue, CellTiterGlo 48 h. Potency, µM (titrated, usually from 46.1 µM), inactives show at the highest dose growth rescue (activation), usual class: activators. 320,000 tested, 0.23% active;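 further: potency means the concentration at half of the fitted maximal effect; % of control where 0% means no effect; nearly all actives have a fitted effect of over 45% in size; temperature-sensitive fusion mutants such as fzo1-1 at 37 °C on non-fermentable ethanol glycerol medium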
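Compounds are tested for their ability to restore growth of mitochondrial fusion-defective yeast strains at non-permissive 37C in YPEG medium over 48 hours. Viability is quantified by luciferase luminescence.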
ELG1 repair inh: ELG1-dependent DNA repair inhibition. HEK293T ELG1-luciferase reporter, luminescence, 16 h; DNA damage induced by 5-fluorouridine. Potency, µM (top dose mostly 46.1 µM), for inactives: top-dose activity change, negative = inhibition, usual class: inhibitors. 330,000 tested, 2.3% active. AID 504467; further: potency means the concentration at half of the fitted maximal effect; on the % scale 0 is the no-effect control and ±100 the full control effect; nearly all actives have a fitted effect of over 55% in size
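Quantitative HTS, concentration-response format. 2,000 cells/well co-treated with 5-fluorouridine and compound, 16 hr in 5% CO2 at 37 °C; ONE-Glo luminescence read after 30 min.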
PKM2 act: activators of human pyruvate kinase M2; P14618; purified PKM2, Kinase-Glo ATP luminescence, activation; response scale: 0% is enzyme alone, no compound; Potency, µM (doses to about 57.5 µM), inactives show at the highest dose activation, hits mostly activators; 260,000 tested, 0.34% active; AID 1631; further: potency means the concentration at half of the fitted maximal effect; on the % scale 0 is the no-effect control and ±100 the full control effect; nearly all actives have a fitted effect of over 55% in size
Target sequence (P14618 whole entry, looked up): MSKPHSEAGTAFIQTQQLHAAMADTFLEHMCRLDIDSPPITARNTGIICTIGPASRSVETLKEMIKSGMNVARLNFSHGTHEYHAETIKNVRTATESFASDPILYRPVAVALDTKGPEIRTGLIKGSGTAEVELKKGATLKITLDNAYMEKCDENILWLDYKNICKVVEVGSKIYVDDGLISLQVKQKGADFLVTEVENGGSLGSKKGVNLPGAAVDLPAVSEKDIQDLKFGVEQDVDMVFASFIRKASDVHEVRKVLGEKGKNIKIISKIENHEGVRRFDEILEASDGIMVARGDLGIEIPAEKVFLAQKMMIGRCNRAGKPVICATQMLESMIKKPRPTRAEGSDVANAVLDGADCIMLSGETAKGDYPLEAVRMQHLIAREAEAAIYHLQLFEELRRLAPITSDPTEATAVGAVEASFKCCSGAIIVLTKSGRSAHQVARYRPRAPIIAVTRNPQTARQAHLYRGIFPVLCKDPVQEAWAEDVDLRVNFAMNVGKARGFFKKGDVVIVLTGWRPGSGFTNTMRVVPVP
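Kinase-Glo luminescence reports ATP generated from ADP (0.1 mM) and PEP (0.5 mM) by purified hPK-M2 after 1 h at room temperature, pH 7.2 imidazole buffer; intermediate enzyme activity allows detecting inhibitors and activators.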
KCNH2 3.1 inh: KCNH2 3.1 (human) potassium channel inhibition | U2OS KCNH2 3.1, thallium flux FluxOr; hits give low values | activity change, % (tested at about 1.8 µM) | 340,000 tested, 0.95% active;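 active means maximum activity change below -70%; inconclusive means maximum activity change from -70% to -50%; inactive means maximum activity change above -50%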;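 further: thallium influx rate constant from kinetic fluorescence after stimulation buffer; on the % scale 0 is the no-effect control and ±100 the full control effect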
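Normalized rate constant (relative to positive and negative DMSO controls) derived from a 2 min kinetic fluorescence read after stimulation; U2OS cells expressing the 3.1 isoform via virus at 1.77 x 10^8 /mL.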
Gal4-VP16 FLuc: inhibits Gal4-VP16 luciferase reporter, ROR gamma counter-screen; 310,000 tested, 3.5% active; Potency, µM (doses to about 53.6 µM), for inactives: top-dose activity, negative = inhibition, actives largely listed as inhibitors; AID 2546; Drosophila S2 Gal4-VP16 UAS-luciferase, luminescence, 20 h;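 further: Gal4-VP16 expression switched on by copper sulfate through the metallothionein promoter; potency means the concentration at half of the fitted maximal effect; on the % scale 0 is the no-effect control and ±100 the full control effect; nearly all actives have a fitted effect of over 50% in size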
Menin-MLL TR inh: displaces Texas Red mutant MLL peptide from human menin. O00255. Menin + Texas Red MLL mutant peptide, fluorescence polarization. Potency, µM (doses to about 61.6 µM), for inactives: at the highest dose FP activity change, negative = inhibition, usual class: inhibitors. 270,000 tested, 0.23% active. AID 1768; active means well fitted inhibition curve with a large enough effect in the polarisation, with a control signal flat, not every such curve was filed as active; inconclusive means small, poorly fitted or top-dose-only effect, or effect the other way, or a change in a side signal; inactive means no such curve, though single readings can be large or run the other way; the % refers to the polarisation; further: potency means the concentration at half of the fitted maximal effect; % of control where 0% means no effect; many of its hits are not listed in these tables
MBNL1-CUG inh: MBNL1-poly(CUG) RNA binding inhibition | Q9NR56 | TR-FRET MBNL1-His/biotin-(CUG)12 binding, 665/545 ratio | Potency, µM (series often up to 57.5 µM), inactives show at the highest dose activity change, negative = inhibition, usual class: inhibitors | 280,000 tested, 0.036% active | AID 2675; active means well fitted inhibition curve with a large enough effect in the signal ratio, with a control signal flat, not every such curve was filed as active; inconclusive means small, poorly fitted or top-dose-only effect, or effect the other way, or a change in a side signal; inactive means no such curve, though single readings can be large or run the other way; the % refers to the signal ratio; further: potency means the concentration at half of the fitted maximal effect; on the % scale 0 is the no-effect control and ±100 the full control effect
Target sequence (Q9NR56 whole entry, looked up): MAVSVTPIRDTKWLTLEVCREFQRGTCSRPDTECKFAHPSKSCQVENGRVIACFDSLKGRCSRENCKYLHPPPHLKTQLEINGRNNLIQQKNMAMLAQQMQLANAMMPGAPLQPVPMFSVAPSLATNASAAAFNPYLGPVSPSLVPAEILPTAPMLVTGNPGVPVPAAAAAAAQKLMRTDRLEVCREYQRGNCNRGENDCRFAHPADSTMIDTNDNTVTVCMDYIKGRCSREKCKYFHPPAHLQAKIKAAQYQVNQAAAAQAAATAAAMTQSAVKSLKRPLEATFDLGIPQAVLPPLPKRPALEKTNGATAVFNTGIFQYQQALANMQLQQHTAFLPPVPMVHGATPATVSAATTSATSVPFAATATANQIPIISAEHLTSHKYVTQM
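TR-FRET between His-tagged MBNL1 and biotin-(CUG)12 RNA, detected with Tb anti-His antibody (0.055 ng/ul) and streptavidin-XL665 (5 nM), 60 min at room temperature. Compounds titrated 92 nM to 58 uM; 665/545 nm ratio normalized to buffer and complex controls.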
NPC1 prom act: activators of NPC1 promoter. AID 485313. Huh7 NPC1 promoter luciferase reporter, 24 h. Potency, µM (titrated, usually from 9.22 µM), without a hit: top-dose activation, actives largely listed as activators. 320,000 tested, 2.4% active;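 further: potency means the concentration at half of the fitted maximal effect; % of control where 0% means no effect; nearly all actives have a fitted effect of over 60% in size; reporter is driven by a mutant NPC1 promoter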
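Luciferase expression driven by the NPC1 promoter was measured in stably transfected Huh7 cells after a 24 h compound incubation, using a luciferase reagent and a luminescence read.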
FLuc modulator: inhibits or activates purified firefly luciferase, miR-21 counter-screen; P08659; 360,000 tested, 6.9% active; Potency, µM (series often up to 57.5 µM), inactives show top-dose activity change, negative = inhibition, actives largely listed as inhibitors; AID 588342; purified FLuc, Km substrates, luminescence inhibition;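 further: potency means the concentration at half of the fitted maximal effect; plate controls were vehicle for no effect and reference inhibitor for full effect; nearly all actives have a fitted effect of over 55% in size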
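Purified P. pyralis luciferase, 10 nM final, with Km-level 10 uM D-luciferin and 10 uM ATP in 50 mM Tris acetate pH 7.5, 10 mM Mg acetate, 0.01% Tween-20, 0.05% BSA; 6-point qHTS titration about 60 µM downward; luminescence read.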
Rab9 prom act: activators of Rab9 promoter; Huh7 Rab9 promoter-luciferase reporter, luminescence, 24 h; Potency, µM (series often up to 9.22 µM), for the others: at the highest dose activation, negative = inhibition, hits mostly activators; AID 485297; 320,000 tested, 2.8% active; further: potency means the concentration at half of the fitted maximal effect; % of control where 0% means no effect; nearly all actives have a fitted effect of over 60% in size
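Promoter activation is measured as luciferase luminescence in Huh7 cells stably transfected with a Rab9 promoter–luciferase construct, following 24 h compound exposure at 37 °C and 10 min reagent incubation at ambient temperature.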
Numbers without * were called inactive; ? = inconclusive; nt = no result given; [ ] = dose if it differs, or a comment. Unless noted, the call rests on the fitted dose curve; in most records, active means well fitted curve in the direction sought with a large enough effect; inconclusive means small, poorly fitted or top-dose-only effect, or another doubt; inactive means no such curve, though single readings can be large; an effect the other way counts as inactive or inconclusive. These rows are one share of the data; the hit share may differ from the screen's.

Every second line gives: RORgamma inh, Mito fusion act, ELG1 repair inh, PKM2 act, KCNH2 3.1 inh, Gal4-VP16 FLuc, Menin-MLL TR inh, MBNL1-CUG inh, NPC1 prom act, FLuc modulator, Rab9 prom act
> Cc1cc(C)n2nc(C(=O)Oc3ccc4c(c3)OCO4)nc2n1
    12.1%, 2.7%, -16.9%, -3.3%, -7.1, 0.1%, 9.9%, -12.1%, 0.3%, -0.2%, 0.3%
> c1ccc2c(c1)CCN(c1nc3cc4c(cc3s1)OCO4)C2
    4.3%, 0.1%, ?, -29.6%, -2.2, -7.7%, -21.5%, ?, 1.58µM*, 1.35µM*, 1.26µM*
> COc1ccc(CCNC(=O)c2oc3ccccc3c2C)cc1
    nt, 6.2%, -4.4%, nt, -4.8, nt, nt, nt, -2.7%, 19µM*, -4.2%
> Cc1cccc(C)c1NC(=O)C(C)c1ccc(-c2ccccc2)c(F)c1 (stereo not given)
    40.0%, 29.7%, nt, 0.3%, -31.4, -10.5%, -6.7%, -1.3%, nt, -0.7%, nt
> CC(C)CCNC(=O)CN(Cc1ccc2c(c1)OCO2)C(=O)Cn1nnc(-c2cccs2)n1
    26.4%, 0.9%, -21.6%, -0.3%, -9.3, 3.9%, 20.3%, -1.6%, 3.1%, 4.7%, 0.7%
> Cc1c(C=O)c2ccccc2n1CCOc1ccccc1
    77.1%, 1.7%, ?, 2.4%, -6.9, ?, ?, -12.2%, -2.4%, 1.5%, -1.0%
> CCCNC(=O)c1onc(CSc2cccc(OC)c2)c1C(=O)NCCC
    5.9%, -23.6%, 10.4%, -10.9%, 15.8, 9.7%, nt, -1.8%, 0.5%, -1.7%, -9.4%
> O=C1CC(C(=O)Nc2cccc(F)c2)n2c(nc3ccccc32)N1 (stereo not given)
    -10.9%, 0.8%, 6.9%, -1.9%, 1.7, -1.3%, nt, 0.3%, -1.5%, -0.7%, -4.2%
> CCCOC(=O)c1c(-c2ccc(OC)cc2)oc2ccc(-c3ccc(OC)nc3)cc12
    3.0%, 2.3%, 2.1%, 0.2%, -9.3, -7.7%, 14.4%, -4.3%, -1.5%, 6.5%, -2.3%
> O=C1C[C@H]2CCCCC(=O)N3CC[C@@H](C1)[C@@H]23
    1.1%[96.6 µM], nt, 13.3%, nt, -4.4, 4.1%[96.6 µM], 0.5%[138 µM], nt, nt, nt, nt
> O=C(CSc1ccccc1C(=O)O)NCc1ccco1
    -8.9%, 1.9%, 24.8%, -2.4%, 1.5, -6.9%, -1.2%, -1.0%, 0.1%, 1.7%, -1.5%
> CCC(CC)C(=O)N1N=C(c2ccc(NS(C)(=O)=O)cc2)CC1c1ccccc1 (stereo not given)
    30.9%, 0.7%, ?, 2.2%, -3.2, -5.9%, nt, 4.0%, -4.6%, 1.5%, 1.8%
> COc1ccccc1/C=C(/CC(=O)NCc1ccc2c(c1)OCO2)c1nc2ccccc2s1
    ?, 24.8%, ?, 2.1%, 5.5, 11.1%, 7.6%, 13.6%, 3.7%, ?, 3.9%
> COc1ccc(/C=N/Nc2ncnc3c2[nH]c2ccccc23)c(OC)c1OC
    4.2%, -2.4%, 13.8%, -5.2%, 11.8, -0.4%, 10.5%, -24.6%, -2.0%, 0.1%, -2.4%
> O=C(c1ccccc1)N1CCN(c2nc3ccc([N+](=O)[O-])cc3s2)CC1
    ?, -2.6%, -18.1%, -4.9%, -20.8, 8.91µM*, 1.5%, ?, -14.0%, 6.4%, -13.9%
> Cn1cnnc1SCC(=O)Nc1ccc(F)cc1F
    11.4%, 1.4%, -8.3%, 11.9%, -0.5, -0.4%, 26.7%, 0.4%, -4.5%, 6.2%, 1.1%
> OC(CN1CCOCC1)(c1ccccc1)c1ccccn1 (stereo not given)
    -45.5%, 2.2%, 8.6%, nt, 6.9, -21.8%, ?, -11.6%, -2.2%, -0.9%, -0.7%
> CCOC(=O)C1=C(C)NC(=NC)SC1c1ccccc1 (stereo not given)
    -12.3%, 5.5%, -12.7%, -27.7%, -1.0, -8.9%, 11.7%, -1.0%, -2.4%, 1.4%, -0.4%
> Cc1ccc(C(C)(O)CS(=O)(=O)Cc2ccccc2)cc1 (stereo not given)
    26.5%, 8.2%, ?, nt, 10.7, -19.8%, -29.3%, ?, -2.5%, -8.2%, -1.8%
> Cc1ccc(-c2noc(C3CCCN(C(=O)c4ccc(Cl)cc4)C3)n2)o1 (stereo not given)
    ?, ?, -13.1%, -2.1%, 11.3, -1.9%, -27.7%, -1.6%, 10.4%, -0.5%, -0.2%
> Cc1ncoc1C(=O)N1CCCC(C(=O)c2cccc3ccccc23)C1 (stereo not given)
    30.1%, 15.7%, 3.1%, -5.4%, 2.4, 16.1%, -6.2%, 0.8%, 0.0%, -8.0%, 1.8%
> Cc1ccc(NC(=O)COC(=O)c2c(-c3ccccc3)noc2C)c(C)c1
    nt, 6.9%, nt, nt, 21.6, nt, nt, nt, -11.3%, -1.8%, 0.5%
> Cc1nn2c(-n3ccnc3C)c3c(nc2c1-c1ccccc1)CCC3
    -32.9%, -0.4%, -22.0%, -2.0%, -1.3, 5.7%, -6.3%, 20.3%, -4.3%, 2.7%, 2.3%
> COc1ccc(C2Nc3ccccc3C(=O)N2NC(C)=O)cc1OC (stereo not given)
    -27.5%, 2.2%, -6.0%, 0.8%, -6.6, -7.4%, -2.5%, nt, 7.8%, 0.6%, 8.6%
> CCOc1ccc(N2Nc3n[nH]c(N)c3N2)cc1
    ?, -1.5%, ?, 1.2%, 2.7, ?, ?, ?, ?, 19µM*, ?
> Cc1ccc(N2CCN(CC(O)COc3cccc(C)c3)CC2)cc1 (stereo not given)
    9.4%, -6.9%, -2.8%, -5.7%, -24.6, -15.2%, ?, -1.9%, 1.0%, -0.5%, 0.0%
> CCc1ccc(CNC(=O)c2ccc(OC)c(OC3CCN(C(C)C)CC3)c2)nc1
    ?, -2.4%, -4.3%, -0.2%, 5.3, -6.5%, nt, 0.2%, 3.4%, 2.3%, -2.4%
> CN1CCN(c2ccc(NC(=O)c3cccc(OCc4ccccc4)c3)cc2)CC1
    -29.5%[0.365 µM], 11.6%, ?, -5.5%, -48.8, nt, -27.7%, -1.0%, 18.6%, 7.57µM*, 19.5%
> COc1ccc(C(=O)COC(=O)CCN2C(=O)C3CC=CCC3C2=O)c(OC)c1 (stereo not given)
    nt, -5.1%, ?, nt, -2.5, nt, nt, nt, -6.4%, 6.7%, -7.1%
> COCCCNC(=S)NNC(=S)Nc1ccc(F)cc1F
    7.08µM*, 7.5%, 0.0%, 5.4%, -1.9, -16.6%, -2.8%, -4.1%, 24.8%, 1.0%, 28.9%
> COc1ccc2cc(Br)ccc2c1CC(=O)NC(C)(C)C
    -9.0%, 9.6%, ?, 14.4%, 16.6, -4.6%, -0.8%, 83.7%[activator], 0.7%, -5.8%, -12.4%
> Cc1ccccc1C(=O)Nc1nc(-c2cccnc2)cs1
    0.7%, -1.1%, 0.0%, -3.4%, -7.7, 1.5%, nt, 6.4%, 14.9%, -2.1%, 1.9%
> COc1cc(/C=N/Nc2ccc(C)cc2)cc(Br)c1O
    5.2%, 3.4%, 0.9%, 6.4%, 0.4, -1.9%, ?, -0.1%, -0.6%, ?, 15.4%
> O=S(=O)(NC(=S)NC1CCCCC1)c1ccc(Br)cc1
    4.47µM*, 10.3%, 11.0%, -3.8%, 15.3, ?, -1.3%, 3.6%, -2.1%, -3.0%, -3.1%
> CCCCOc1ccc2c(c1)C(=O)c1cc(O)ccc1-2
    8.91µM*, ?, ?, -1.9%, -3.1, ?, ?, 28.4%, ?, 26.9µM*, 3.16µM*
> O=C(NCCCc1ccccc1)c1cccc([N+](=O)[O-])c1
    14.6%, 4.7%, ?, 4.8%, 4.2, 7.6%, -12.7%, ?, -4.4%, -4.5%, -5.9%

Screening results from PubChem BioAssay.
